Pf growth 96h = inhibits malaria parasite growth, 96 h | P. falciparum luciferase reporter growth, 96 h | Potency, µM (highest dose often 28.7 µM), inactives show at the highest dose activity change, negative = inhibition, usual class: inhibitors | hit rate 6.9% among 320,000
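96 h incubation, 37 C, 5% CO2, of luciferase-reporter P. falciparum-infected RBCs (2% hematocrit, 0.05% parasitemia final) with test compounds; endpoint luminescence.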
Pf growth 48h = inhibits P. falciparum growth in the first generation, 48 h | P. falciparum luciferase growth in erythrocytes, 48 h | Potency, µM (doses to about 28.7 µM), without a hit: top-dose activity change, negative = inhibition, actives largely listed as inhibitors | hit rate 5.9% among 310,000
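Compounds are pin-transferred into medium, infected erythrocytes (2% hematocrit, 0.1% parasitemia final) are added, and plates sit one parasite generation at 37 C in 5% CO2. Detection reagent is then added and luminescence measured.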
HCV inh = HCV inhibition; AID 651820; Potency, µM (highest dose often 41.8 µM), for inactives: at the highest dose activity change, negative = inhibition, actives largely listed as inhibitors; Huh7.5.1 HCVcc-Cre infection, luciferase reporter, 44 h; hit rate 3.4% among 340,000
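HCVcc-Cre virus at an moi near 0.5 was added right after compound to cells cultured 4 h from seeding (1,000 cells/well). Luciferase activity was determined 44 h later, 15 min after substrate addition at RT.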
LmPK inhibitor = LmPK (Leishmania mexicana) enzyme inhibition; Q27686; Potency, µM (doses to about 57.5 µM), for the others: at the top dose activity change, negative = inhibition, actives largely listed as inhibitors; hit rate 0.37% among 290,000; AID 1721; purified LmPK, Kinase-Glo ATP luminescence, 1 h
Target sequence (Q27686 whole entry, looked up): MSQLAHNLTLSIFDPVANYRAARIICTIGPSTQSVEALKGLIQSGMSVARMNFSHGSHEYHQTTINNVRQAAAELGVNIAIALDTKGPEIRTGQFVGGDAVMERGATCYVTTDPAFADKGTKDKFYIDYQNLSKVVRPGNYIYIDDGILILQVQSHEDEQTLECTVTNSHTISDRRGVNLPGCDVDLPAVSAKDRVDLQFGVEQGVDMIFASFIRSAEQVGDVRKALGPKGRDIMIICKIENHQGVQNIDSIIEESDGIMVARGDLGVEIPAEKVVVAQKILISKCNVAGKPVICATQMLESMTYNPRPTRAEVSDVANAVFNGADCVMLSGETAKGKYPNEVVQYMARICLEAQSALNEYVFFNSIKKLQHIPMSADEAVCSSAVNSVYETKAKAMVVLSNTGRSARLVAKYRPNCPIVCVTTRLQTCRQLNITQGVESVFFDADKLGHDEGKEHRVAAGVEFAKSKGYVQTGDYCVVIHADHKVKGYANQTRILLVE
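Pyruvate kinase activity monitored as ATP production (luciferase luminescence). Conditions: 0.1 nM enzyme, 0.5 mM PEP, 0.1 mM ADP, 1 h, RT; normalized against uninhibited and no-enzyme wells.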
TbPYK inhibitor = inhibitors of Trypanosoma brucei pyruvate kinase. Q57TT1. TbPYK enzyme, Kinase-Glo Plus ATP luminescence, 45 min. Potency, µM (top dose mostly 76.8 µM), for inactives: at the highest dose activity, negative = inhibition, most hits filed as inhibitors. hit rate 0.12% among 410,000; further: nearly all actives have a fitted effect of over 50% in size
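TbPYK + substrate in 50 mM TEA pH 7.2, 100 mM KCl, 10 mM MgCl2, 0.05% BSA, 0.01% Tween-20; cpd pinned; ADP 130 uM final; 45 min RT; Kinase-Glo Plus 10 min; luminescence endpoint.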
Sm TGR inh = inhibitors of Schistosoma mansoni thioredoxin glutathione reductase; Q962Y6; purified TGR, DTNB reduction, TNB absorbance 405 nm; Potency, µM (highest dose often 114 µM), for inactives: at the top dose activity change, negative = inhibition, most hits filed as inhibitors; hit rate 3% among 360,000; AID 485364; further: nearly all actives have a fitted effect of over 60% in size
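TGR 20 nM + NADPH 100 uM (dispensed conc.), cpd preinc 15 min RT; start with NADPH (500 uM addition) then DTNB (15 mM addition). Kinetic TNB absorbance, 405 nm filter. Four-parameter Hill fit across titration.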
Starred values were filed as active, the others as inactive; ? = inconclusive; nt = no result given; & = joins results of further samples; [ ] = another dose, or the depositor's remark. The call rests on the fitted dose curve; in most records, active means well fitted curve in the direction sought with a large enough effect; inconclusive means small, poorly fitted or top-dose-only effect, or another doubt; inactive means no such curve, though single readings can be large; an effect the other way counts as inactive or inconclusive. On the % scale 0 is the no-effect control and ±100 the full control effect; potency means the concentration at half of the fitted maximal effect.

Below each compound: Pf growth 96h | Pf growth 48h | HCV inh | LmPK inhibitor | TbPYK inhibitor | Sm TGR inh
- CCOC(=O)c1c(C)[nH]c(C(=O)N/N=C\c2ccccc2Cl)c1C
  9.3µM* | ? | ? | 1% | -7% | 1%
- c1ccc(-c2nn[nH]n2)cc1
  25% | 0% | 5% | -6% | -4% | -1%
- Oc1ccc(Cl)cc1C1=NNC(c2cccs2)C1 (stereo unspecified)
  12µM* | 3.3µM* | ? | 0% | -25% | 18µM*
- CC(C(=O)NCc1ccco1)n1ccc2cc(S(=O)(=O)N3CCCCC3)ccc21 (stereo unspecified)
  ? | ? | ? | -2% | 2% | 0%
- Cc1ccc(Nc2cc(C)nc3nc(C)nn23)cc1
  23% | ? | -6% | -1% | -3% | 0%
- Cc1ccc(C(=O)Cc2cc3ccccc3oc2=O)c(C)c1
  ? | 91%[activator] | -14% | 1% | 5% | 8%
- Cc1ccc(C(C(=O)NCC2CCCO2)N(C(=O)c2snc(C(N)=O)c2N)c2ccc(C)c(C)c2)o1 (stereo unspecified)
  ? | ? | ? | -3% | -4% | -15%
- COC(=O)Cc1c(C)c2ccc(OCC(=O)N3CCCC3)c(C)c2oc1=O
  -9% | 40%[activator] | ? | 1% | 1% | 0%
- O=C(Nc1ccc(Cl)cc1C(=O)NCc1cccnc1)c1ccco1
  -2% | -7% | ? | -1% | 4% | 8%
- N#C/C(=N/Nc1ccccc1F)C(=N)N1CCOCC1
  115%[activator] | 68%[activator] | 20% | 3% | 2% | -3%

Below each compound: Pf growth 96h | Pf growth 48h | HCV inh | LmPK inhibitor | TbPYK inhibitor | Sm TGR inh
- COc1ccc(OC)c(NC(=O)c2ccno2)c1
  19% | 25% | -12% | 1% | 0% | 0%
- O=C(CCCn1c(=S)[nH]c2ccsc2c1=O)NCCc1ccccc1
  15% | 6% | 5% | -9% | ? | -11%
- CCCc1cc(NCCCn2ccnc2)n2nc(C)c(-c3ccccc3)c2n1
  0.41µM* | ? | -36% | 4% | -1% | -16%
- COc1ccc(-n2nc(C(=O)NCC(=O)NC3CCCC(C)C3C)c3ccccc3c2=O)c(OC)c1 (stereo unspecified)
  5.9µM* | ? | -14% | 11% | -6% | 1%
- O=C(C1=C(O)C(=O)N(Cc2ccco2)C1c1cccc(Cl)c1)c1ccco1 (stereo unspecified)
  35%[activator] | 45%[activator] | 12% | 1% | 1% | -20%
- Cc1ccc(Cn2ccc(O)c(Cc3ccccc3)c2=O)cc1
  ? | ? | 1% | 1% | 3% | 7%
- CCCCN(C(=O)CNC(=O)c1cccs1)C(C(=O)NC1CCCC1)c1ccncc1 (stereo unspecified)
  17% | -30% | 6% | -7% | -8% | 3%
- COc1ccc(-c2cc(C(=O)N3CCCCC3)no2)cc1OC
  -4% | 105%[activator] | 17% | -2% | 1% | -3%
- Cc1cccc(CCNC(=O)c2cccc(N3CCCC3=O)c2)c1
  ? | 91%[activator] | -14% | -2% | 2% | -8%
- CCC(C)NCCOc1ccc(C(C)(C)c2ccccc2)cc1 (stereo unspecified)
  -25% | ? | 10µM* | 10% | -4% | 1%

Nothing new here: ten of the compounds above.
Below each compound: Pf growth 96h | Pf growth 48h | HCV inh | LmPK inhibitor | TbPYK inhibitor | Sm TGR inh
- COC(=O)Cc1c(C)c2ccc(OCC(=O)N3CCCC3)c(C)c2oc1=O
  -9% | 40%[activator] | ? | 1% | 1% | 0%
- O=C(Nc1ccc(Cl)cc1C(=O)NCc1cccnc1)c1ccco1
  -2% | -7% | ? | -1% | 4% | 8%
- N#C/C(=N/Nc1ccccc1F)C(=N)N1CCOCC1
  115%[activator] | 68%[activator] | 20% | 3% | 2% | -3%
- COc1ccc(OC)c(NC(=O)c2ccno2)c1
  19% | 25% | -12% | 1% | 0% | 0%
- O=C(CCCn1c(=S)[nH]c2ccsc2c1=O)NCCc1ccccc1
  15% | 6% | 5% | -9% | ? | -11%
- CCCc1cc(NCCCn2ccnc2)n2nc(C)c(-c3ccccc3)c2n1
  0.41µM* | ? | -36% | 4% | -1% | -16%
- COc1ccc(-n2nc(C(=O)NCC(=O)NC3CCCC(C)C3C)c3ccccc3c2=O)c(OC)c1 (stereo unspecified)
  5.9µM* | ? | -14% | 11% | -6% | 1%
- O=C(C1=C(O)C(=O)N(Cc2ccco2)C1c1cccc(Cl)c1)c1ccco1 (stereo unspecified)
  35%[activator] | 45%[activator] | 12% | 1% | 1% | -20%
- Cc1ccc(Cn2ccc(O)c(Cc3ccccc3)c2=O)cc1
  ? | ? | 1% | 1% | 3% | 7%
- CCCCN(C(=O)CNC(=O)c1cccs1)C(C(=O)NC1CCCC1)c1ccncc1 (stereo unspecified)
  17% | -30% | 6% | -7% | -8% | 3%

(list continues)
Below each compound: Pf growth 96h | Pf growth 48h | HCV inh | LmPK inhibitor | TbPYK inhibitor | Sm TGR inh
- COC(=O)C(Cc1ccccc1)NC(=O)c1ccc(NS(=O)(=O)c2ccc3[nH]c(=O)[nH]c3c2)cc1 (stereo unspecified)
  ? | -14% | -21% | nt | -1% | -13%
- O=C(NNc1c2ccccc2nc2ccccc12)C12CC3CC(CC(C3)C1)C2
  13µM* | ? | 8% | 5% | 2% | 3%
- CC(=O)Nc1ccc(S(=O)(=O)Nc2nc(CN3CCOCC3)nc3sc4c(c23)CCCC4)cc1
  nt | ? | 1% | 11% | 0% | ?
- COc1ccccc1/C=N/N(C(C)=O)c1nc(-c2ccc(F)cc2)cs1
  72%[activator] | 68%[activator] | ? | 3% | 2% | 3%
- O=C(Nc1c(Cl)ccc2nsnc12)c1cccnc1
  51%[activator] | 22% | -20% | 0% | -14% | 3%
- COc1ccc(CCC(=O)N(C)CC(=O)Nc2ccc(Cl)c(C(F)(F)F)c2)cc1
  -7% | 14% | -1% | 4% | 1% | 3%
- Cc1cc(C)c2nc(N3CCCC3)c(C#N)cc2c1
  -100% | -14% | -18% | 3% | 0% | -6%
- CC(=O)Nc1cccc(NC(=S)Nc2ccc(F)cc2F)c1
  146%[activator] | 5% | 8% | 0% | -5% | ?
- COc1ccc(/C=N/Nc2nc(Nc3ccccc3)nc(N3CCCCC3)n2)c(OC)c1
  -104% | ? | -5% | 2% | -3% | -4%
- Cc1cc(Br)cc(/C=N/NC(=O)c2ccc3c(c2)OCO3)c1O
  13µM* | 13µM* | ? | -3% | 1% | 0%

Below each compound: Pf growth 96h | Pf growth 48h | HCV inh | LmPK inhibitor | TbPYK inhibitor | Sm TGR inh
- O=C(CN1C(=O)NC2(CCOc3ccccc32)C1=O)c1ccc[nH]1 (stereo unspecified)
  17% | 1% | 9% | nt | -6% | 2%
- Cc1ccc2sc(NNC(=O)c3cc(-c4cccs4)nc4ccccc34)nc2c1C
  10µM* | ? | -3%[8.37 µM] | 2% | nt | -5%
- CSc1cccc(CN2CCN(CCC(C)C)C(CCO)C2)c1 (stereo unspecified)
  ? | -26% | 7% | 1% | -4% | -7%
- O=C(CSc1nnc(N2CCOCC2)n1-c1cccc(F)c1)N1CCN(c2ccccn2)CC1
  ? | ? | 3% | nt | -6% | -27%
- COc1ccc(NC(=O)COc2ccc(/C=C/c3cc[n+](C)cc3)cc2OC)cc1
  -2% | 1.9µM* | 1% | -2% | -3% | -7%
- O=c1cc(Cn2ccnc2)c2cc(O)ccc2o1
  11% | 5% | 3% | 0% | 1% | -6%
- CCCCCCCCCCOC(=O)Cn1c(COc2cccc(OC)c2)[n+](C)c2ccccc21
  3.3µM* | ? | -14% | 6% | -5% | 3%
- O=S(=O)(Nc1ccc2cn[nH]c2c1)c1ccc(Cl)cc1
  33%[activator] | 4% | -19% | 3% | 0% | -7%
- O=C(CSc1ccccc1)NC1CCCCCCC1
  9% | 69%[activator] | 11% | 1% | -2% | -2%
- CCC(OC(=O)c1cccs1)C(=O)NCc1ccc(C)cc1 (stereo unspecified)
  ? | 0% | -10% | 0% | -5% | 4%[57.1 µM]

Below each compound: Pf growth 96h | Pf growth 48h | HCV inh | LmPK inhibitor | TbPYK inhibitor | Sm TGR inh
- O=C(COC(=O)C1CCN(S(=O)(=O)c2ccc3c(c2)OCCO3)CC1)Nc1cc(C(F)(F)F)ccc1Cl
  -24% | 13% | 8%&8% | 0% | -3% | -12%
- O=C(CSc1nc2ccccc2s1)N1N=C(c2cccs2)CC1c1ccc(F)cc1 (stereo unspecified)
  ? | -20% | 5% | 0% | -5% | 4%
- COc1ccc(CCNC(=O)CN2C(=O)CCSc3ccccc32)c(OC)c1
  -13% | ? | ? | 0% | 1% | 2%
- CC/C(=N\NC(=S)Nc1ccc(OC)cc1)c1ccc(OC(F)F)cc1
  ? | ? | -8% | 3% | -2% | 1%
- Cc1ccc(N(CC(=O)NCC2CCCO2)S(=O)(=O)c2ccccc2)c(C)c1 (stereo unspecified)
  32% | 14% | 26% | 4% | -3% | -2%
- Clc1ccccc1-c1nnc2sc(-c3cccs3)nn12
  nt | ? | 19% | 2% | -8% | -6%
- Cc1ccc(C(=O)Oc2oc(-c3ccco3)nc2C=Nc2ccccc2)cc1
  87%[activator] | 145%[activator] | nt | ? | nt | 2.5µM*
- COc1ccc(NC(=S)NCC(O)c2ccccc2)c(OC)c1 (stereo unspecified)
  40%[activator] | -3% | -6% | 3% | 1% | -7%
- CCOC(=O)COc1cc(N2C(=O)CSCC2=O)c(Cl)cc1Cl
  ? | 30%[activator] | 14% | 2% | 0% | 27%
- COC(=O)c1ccc(/C=N/NC(=O)c2ccccc2Cl)cc1
  24% | 0% | 7% | -7% | -17% | -12%

Below each compound: Pf growth 96h | Pf growth 48h | HCV inh | LmPK inhibitor | TbPYK inhibitor | Sm TGR inh
- CN(C)P(=O)(C(Cl)=C(N1CCCCC1)N1CCCCC1)N(C)C
  62%[activator] | 5% | 4% | -1% | -3% | -27%
- Cc1cc[n+](CCC(=O)O)c2ccccc12
  ? | nt | -13% | -5% | 2% | -1%
- CC(C)c1ccc(S(=O)(=O)N2CCN(C(=O)C3CCN(C(=O)c4ccc(F)cc4)CC3)CC2)cc1
  ? | ? | -8% | -5% | -6% | -1%
- CCCC(O)(CCN(C)C)c1ccc(OC)cc1 (stereo unspecified)
  18% | nt | 8% | -2% | 3% | 11µM*
- Cn1nccc1C(=O)N1CCCC(Nc2ccc(F)cc2)C1 (stereo unspecified)
  ? | 13% | 13% | -1% | -5% | -17%
- CCNc1ccc(S(=O)(=O)N(C)C)cc1NCC(=O)Nc1ccccc1F
  -21% | 3% | ? | 0% | 2% | 2%
- Nc1[nH]n(-c2ccccc2)c(=O)c1N=Nc1ccccc1[N+](=O)[O-]
  ? | nt | ? | 2% | 1% | -18%
- CN1CCCC(OC(=O)COc2ccccc2)C1 (stereo unspecified)
  -84% | 32%[activator] | 8% | 1% | 1% | 3%
- CCn1c(C)nc2cc(C(=O)N=Nc3c(O)[nH]c4c(C)cc(C)cc34)ccc21
  6.6µM* | 9.3µM* | 8% | 1% | nt | 7%
- O=C(NCCCCCCOC1=NS(=O)(=O)c2ccccc21)C(=O)Nc1ccccc1
  37%[activator] | 197%[activator] | 5% | 7%[11.5 µM] | 6% | 26%
- CCN1C(=O)/C(=C/N(C)C)c2ccccc21
  16% | 18% | 14% | 1% | -8% | -24%
- CN(Cc1ccncn1)C(=O)CC1C(=O)NCCN1Cc1cccc(Oc2ccccc2)c1 (stereo unspecified)
  ? | 13% | 0% | 10% | -7% | 45µM*

Compound activity: PubChem, National Center for Advancing Translational Sciences (NCATS)
